CIT2-GFP yeast = yeast TOR pathway CIT2-GFP modulation; S. cerevisiae CIT2-GFP strain, flow cytometry, 3 h; 100 means same as DMSO wells; GFP response vs DMSO, % at 10 µM; actives 0.065% (n = 320,000);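 active means GFP response relative to DMSO above a set limit, near the screen mean plus 3 SD, cut at about 150% in these data; inconclusive means Fewer than 70 cells measured for a yeast strain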;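 further: ratio of well median GFP fluorescence to mean of DMSO wells on the plate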
GRK2 aptamer HTS = blocks RNA aptamer binding to human GRK2; actives 0.59% (n = 330,000); inhibition of aptamer binding, % at 10 µM; P25098; bead flow cytometry, FAM-aptamer displacement from GRK2;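 active means inhibition of aptamer binding above 40%, roughly 3 SD of noise, on plates passing a quality check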;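 further: median bead fluorescence of bound FAM aptamer so fluorescent compounds give negative values; no value below 0 was filed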
Target sequence (P25098 whole entry, looked up): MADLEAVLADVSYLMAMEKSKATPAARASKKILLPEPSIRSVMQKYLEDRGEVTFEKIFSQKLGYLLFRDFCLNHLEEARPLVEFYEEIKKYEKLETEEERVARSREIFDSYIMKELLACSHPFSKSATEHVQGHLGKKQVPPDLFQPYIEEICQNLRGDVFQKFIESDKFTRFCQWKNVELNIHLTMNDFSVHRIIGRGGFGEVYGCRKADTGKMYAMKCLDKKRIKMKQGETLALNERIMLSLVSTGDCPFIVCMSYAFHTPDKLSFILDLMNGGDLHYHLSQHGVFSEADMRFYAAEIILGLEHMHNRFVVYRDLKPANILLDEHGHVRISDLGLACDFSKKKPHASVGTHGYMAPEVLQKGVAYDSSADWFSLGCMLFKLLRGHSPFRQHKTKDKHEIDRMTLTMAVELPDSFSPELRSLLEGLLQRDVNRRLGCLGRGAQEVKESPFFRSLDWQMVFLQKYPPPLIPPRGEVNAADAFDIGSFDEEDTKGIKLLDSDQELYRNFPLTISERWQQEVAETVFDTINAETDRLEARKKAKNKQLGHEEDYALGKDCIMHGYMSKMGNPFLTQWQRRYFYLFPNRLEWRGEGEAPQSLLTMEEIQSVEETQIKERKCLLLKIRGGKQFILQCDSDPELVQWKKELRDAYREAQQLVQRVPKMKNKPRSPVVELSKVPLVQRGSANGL
RPL19A TOR yeast = alters RPL19A-GFP fluorescence in TOR pathway yeast screen; S. cerevisiae RPL19A-GFP strain, flow cytometry, 3 h; hits give low values; percent response vs DMSO, % at 10 µM; actives 0.3% (n = 330,000);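 active means percent response vs DMSO below 50%; inconclusive means fewer than 70 events counted for the yeast strain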;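 further: median channel GFP fluorescence of the barcoded RPL19A-GFP strain; ratio of sample median GFP to plate DMSO average so 100% = DMSO; lower means less RPL19A-GFP as with rapamycin TOR inhibition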
AGP1 TOR yeast = yeast TOR pathway AGP1-GFP modulation | actives 0.02% (n = 320,000) | S. cerevisiae AGP1-GFP multiplex flow cytometry, 3 h; GFP as percent of DMSO wells | GFP response vs DMSO, % at 10 µM;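 active means GFP response relative to DMSO above a set limit, near screen average plus 3 SD, cut at about 150% in these data; inconclusive means fewer than 70 cells counted for the yeast strain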;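 further: median GFP channel fluorescence of the gated AGP1 strain per well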
LAP4 TOR yeast = alters LAP4-GFP fluorescence in TOR pathway yeast screen | GFP response vs DMSO, % at 10 µM | S. cerevisiae LAP4-GFP multiplex, flow cytometry GFP, 3 h; median GFP as percent of DMSO wells | AID 2023 | actives 0.34% (n = 320,000);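 active means GFP response vs DMSO above a set limit, about the screen mean plus 3 SD, cut at about 150% in these data; inconclusive means under 70 cell events counted for the yeast strain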
Yeast superoxide = lowers age-related superoxide in aged yeast cells. superoxide response (% of plate mean), % at 10 µM. S. cerevisiae aged cells, superoxide DHE fluorescence; hits give low values. actives 0.18% (n = 330,000);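 active means superoxide response under a set limit, about three screen SD below normal, cut at about 65% in these data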;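 further: yeast aged for seven days with compound at 30 °C before DHE staining; 100% = average MFI of all compound-treated wells on the plate with controls excluded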
VLA-4 inh = inhibition in a human VLA-4 binding assay | VLA-4 expressing cells, ligand binding flow cytometry | AID 2557 | inhibition, % (about 7 µM as worked out from the volumes in the protocol) | actives 0.2% (n = 330,000) | P13612; in the data active means inhibition above about 50%
MEP2-GFP yeast = modulators of TOR pathway MEP2-GFP in S. cerevisiae; S. cerevisiae MEP2-GFP strain, flow cytometry GFP, 3 h; 100% = DMSO control level; GFP response vs DMSO, % at 10 µM; actives 0.51% (n = 330,000); AID 2016;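 active means GFP response versus DMSO above a set limit, roughly screen mean plus 3 SD, cut at about 180% in these data; inconclusive means fewer than 70 cells counted for a yeast strain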;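 further: median GFP fluorescence of the barcode-gated MEP2-GFP cells per well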
Active calls of the source: *; ? = inconclusive; / = not tested or not shown; [ ] = remark or other dose.

SMILES | CIT2-GFP yeast | GRK2 aptamer HTS | RPL19A TOR yeast | AGP1 TOR yeast | LAP4 TOR yeast | Yeast superoxide | VLA-4 inh | MEP2-GFP yeast
CC(C)(C)OC(=O)NCCCC[C@H](NC(=O)c1nc[nH]c1C(=O)NCC(=O)OCc1ccccc1)C(=O)OC(C)(C)C | 62 | 3 | 89 | 70 | 125 | 105 | -5 | 89
CCOc1ccc(NC(=O)Nc2ccc3c(c2)CCC3)cc1 | 98 | 0 | 100 | 101 | 93 | 109 | 7 | 101
CCn1c(=O)cc(SCC(=O)N2CCN(c3ccccc3F)CC2)c2ccccc21 | 90 | 2 | 96 | 94 | 98 | 123 | 0 | 96
O=C(N/N=C/c1cccc([N+](=O)[O-])c1O)C(O)(c1ccccc1)c1ccccc1 | 115 | 5 | 105 | 95 | 82 | 104 | 10 | 101
Cc1cc(C(=O)O)oc(=O)c1 | 112 | 0 | 103 | 126 | 113 | 92 | -1 | 103
N#Cc1c(Nc2ccccc2)sc(C(=O)C2CC2)c1N | 109 | 5 | 107 | 105 | 100 | 87 | 3 | 113
Clc1cccc(-c2cc3nc4c(c(N5CCOCC5)n3n2)CCCC4)c1 | 92 | 5 | 92 | 85 | 101 | 94 | -15 | 93
CCOC(=O)N/N=C/c1cn(Cc2ccccc2Cl)c2ccccc12 | 91 | 0 | 93 | 90 | 100 | 111 | -4 | 100
CC#CC(=O)N1CCC(CO)(CCc2ccccc2)CC1 | 89 | 1 | 96 | 104 | 109 | 111 | -4 | 101
Cc1cc(=O)oc2cc(OCC(=O)NCCN3CCOCC3)c(Cl)cc12 | 104 | 0 | 97 | 104 | 102 | 93 | 2 | 103
COc1ccccc1C(=O)NC(=O)COC(=O)Cc1ccc(F)cc1 | 98 | 2 | 98 | 99 | 97 | 118 | -8 | 101
CC(OC(=O)C1CCCCC1)C(=O)Nc1ccc(S(N)(=O)=O)cc1 (stereo unspecified) | 97 | 0 | 100 | 104 | 102 | 108 | 25 | 102
CCOC(=O)C1CCCN(S(=O)(=O)c2nc3nc(C)cc(C)n3n2)C1 (stereo unspecified) | 76 | 0 | 124 | 36 | 72 | 70 | -11 | 111
O=C(CSc1ccc(-c2nc3ccccc3[nH]2)cn1)N1CCN(C(=O)c2ccco2)CC1 | 111 | 1 | 106 | 105 | 105 | 94 | -1 | 109
Cc1cccc(OCCOc2ccc(/C=N/NC(=O)Cc3nnc(N)s3)cc2)c1 | 91 | 3 | 95 | 89 | 92 | 108 | 3 | 95
CN(c1ccc(OCCOc2ccccc2Cl)cc1)S(=O)(=O)c1ccccc1 | 89 | 0 | 89 | 96 | 97 | 76 | 10 | 87
COc1ccc(C2(CCN)CC(C)N(C)CC2C)cc1 (stereo unspecified) | 99 | 0 | 99 | 103 | 98 | 97 | 3 | 96
COc1ccc(C(C(=O)NC2CCCC2)N(C(=O)c2snc(-c3ccc(F)cc3)c2N)c2ccccc2)cc1 (stereo unspecified) | 106 | 1 | 103 | 102 | 98 | 114 | 6 | 100
CN(C)S(=O)(=O)c1ccc(NC(=O)CCNC(=O)c2ccc([N+](=O)[O-])cc2)cc1 | 95 | 2 | 94 | 102 | 99 | 111 | 4 | 101
CCCCCCN1CC(C(=O)OCC)C(=O)C1=O (stereo unspecified) | 93 | 1 | 101 | 95 | 87 | 98 | -2 | 90
CC1=NOC(=O)/C1=C\c1ccc(-c2ccc(Br)cc2C(=O)O)o1 | 87 | 10 | 88 | 93 | 94 | 96 | 4 | 97
CC1=CCC2C(=O)N(CCc3c[nH]c4ccccc34)C(=O)C2C1 (stereo unspecified) | 91 | 0 | 98 | 90 | 100 | 169 | 2 | 101
Cc1ccc2c(CSc3nnc(C4CC4)n3N)cc(=O)oc2c1C | 95 | 2 | 99 | 100 | 100 | 83 | 15 | 98
CCn1c(=S)sc2c(=O)[nH]c(C)nc21 | ? | 2 | 40*[may fluoresce violet] | ? | 100[may fluoresce violet] | 102 | -15 | 298*[may fluoresce violet]
Fc1ccccc1OCCCCn1cncn1 | 84 | 4 | 90 | / | 98 | 98 | 11 | 98

The list continues:
SMILES | CIT2-GFP yeast | GRK2 aptamer HTS | RPL19A TOR yeast | AGP1 TOR yeast | LAP4 TOR yeast | Yeast superoxide | VLA-4 inh | MEP2-GFP yeast
CN(Cc1ccno1)Cc1cn(Cc2ccccc2)nc1-c1ccc2c(c1)OCO2 | 104 | 0 | 103 | 98 | 92 | 85 | 2 | 103
Cc1ccc(N2CCN(C(=O)c3ccccc3Br)CC2)c(C)c1 | 95 | 0 | 100 | 101 | 107 | 98 | 2 | 102
C/C(Cl)=C\Cn1c(NCCc2ccccc2)nc2c1c(=O)n(C)c(=O)n2C | 102 | 0 | 94 | 100 | 97 | 94 | 28 | 100
Cc1nn(-c2ccc(F)cc2)c2sc(C(=O)OC3CCOC3=O)cc12 (stereo unspecified) | 102 | 2 | 104 | 102 | 101 | 112 | -6 | 98
Cc1ccc(N2C(=O)CC(N3CCN(c4ccc(F)cc4)CC3)C2=O)c(C)c1 (stereo unspecified) | 100 | 3 | 100 | 101 | 102 | 98 | 20 | 106
Cc1c(CCO)sc[n+]1CC(=O)OC12CC3CC(CC(C3)C1)C2 | 95 | 3 | 98 | 93 | 87 | 92 | 18 | 95
Cc1ccc(NC(=S)N2CCC(NC(=O)c3ccc(F)cc3)CC2)cc1C | 97 | 3 | 97 | 98 | 94 | 93 | -4 | 92
O=C(c1cc(-c2ccccc2)nn1-c1ccccc1)N1CCN(S(=O)(=O)c2cccc(F)c2)CC1 | 91 | 4 | 102 | 104 | 109 | 98 | -5 | 103
CC(C)CC(C(=O)NC(C)(C)C)N(Cc1cccs1)C(=O)c1snc(C(N)=O)c1N (stereo unspecified) | 93 | 0 | 100 | 96 | 88 | 105 | 3 | 98
Cc1ccc(C2=NN(CCC(=O)NCc3ccc4c(c3)OCO4)C(=O)CC2)cc1 | 98 | 1 | 100 | 99 | 87 | 103 | 1 | 103
Cc1nc(S(=O)(=O)Cc2ccc(Cl)cc2)nc2c1CCC2 | 96 | 3 | 91 | 109 | 98 | 116 | -5 | 110
CC(C)C(CO)N1CCN(Cc2ccccc2)CCC1=O (stereo unspecified) | 107 | 0 | 99 | 97 | 111 | 101 | 14 | 89
COc1cc(/C=C/CO)cc(OC)c1O[C@@H]1O[C@H](CO)[C@@H](O)[C@H](O)[C@H]1O | 66 | 1 | 96 | 79 | 128 | 109 | 17 | 98
CC1CCN(CCCOc2ccc(Br)cc2Cl)CC1 | ? | 0 | 28*[may fluoresce violet] | ? | 118[may fluoresce violet] | 82 | -3 | 72[may fluoresce violet]
Cc1cc(NC(=O)CSc2nnnn2-c2ccc(C)c(C)c2)no1 | 102 | 2 | 96 | 107 | 98 | 103 | 3 | 100
CCN(CC)S(=O)(=O)c1ccc(C(=O)Nc2ccc(OCC(=O)N3CCOCC3)cc2)cc1 | 90 | 0 | 92 | / | 89 | 100 | 1 | 94
CC(=O)c1cccc(NC(=O)CN2C(=O)C3C4C=CC(C4)C3C2=O)c1 (stereo unspecified) | 103 | 0 | 97 | 107 | 103 | 99 | 2 | 98
CCC(=O)N1CCc2cc(Br)cc(S(=O)(=O)NCc3ccco3)c21 | 107 | 1 | 101 | 105 | 97 | 99 | -2 | 104
Nc1nnc(-c2ccncc2)s1 | 99 | 2 | 99 | 99 | 100 | 103 | 4 | 101
COc1ccc([C@H]2CC(=O)C=C(c3cccc(C#N)c3)C2)cc1 | 87 | 1 | 93 | 93 | 104 | 98 | 3 | 96
O=c1[nH]nc(SCCS(=O)(=O)c2ccc(F)cc2)n1-c1ccccc1C(F)(F)F | 98 | 2 | 99 | 107 | 112 | 90 | 3 | 102
CC1CC(C)CN(C(=O)COc2ccc([N+](=O)[O-])cc2Cl)C1 (stereo unspecified) | 92 | 5 | 98 | 91 | 90 | 114 | 2 | 95
Cc1cc(C)c2c(N)c(C(=O)c3ccc(Cl)c(Cl)c3)sc2n1 | 98 | 0 | 102 | 106 | 111 | 89 | 28 | 106
O=C(CSc1nnc(-c2ccco2)o1)Nc1c(F)cccc1F | 98 | 0 | 94 | 103 | 94 | 90 | -12 | 96
CC(C)CCN(C(=O)CNC(=O)c1ccco1)C(C(=O)NC1CCCCC1)c1ccco1 (stereo unspecified) | 91 | 0 | 97 | 97 | 100 | 98 | -4 | 98

Three entries already listed, arranged by their value in LAP4 TOR yeast, ascending.
Molecule,CIT2-GFP yeast,GRK2 aptamer HTS,RPL19A TOR yeast,AGP1 TOR yeast,LAP4 TOR yeast,VLA-4 inh,MEP2-GFP yeast
Cc1cc(NC(=O)CSc2nnnn2-c2ccc(C)c(C)c2)no1,102,2,96,107,98,3,100
CN(C)S(=O)(=O)c1ccc(NC(=O)CCNC(=O)c2ccc([N+](=O)[O-])cc2)cc1,95,2,94,102,99,4,101
O=C(CSc1ccc(-c2nc3ccccc3[nH]2)cn1)N1CCN(C(=O)c2ccco2)CC1,111,1,106,105,105,-1,109

Next section
SMILES | CIT2-GFP yeast | GRK2 aptamer HTS | RPL19A TOR yeast | AGP1 TOR yeast | LAP4 TOR yeast | Yeast superoxide | VLA-4 inh | MEP2-GFP yeast
CC(C)C(=O)Nc1ccc2oc(=O)ccc2c1 | 97 | 3 | 103 | 97 | 100 | 97 | 5 | 95
CCCCC(=O)Nc1cccc2c1C(=O)N(c1ccccc1)C2=O | 96 | 1 | 99 | 98 | 99 | 95 | -16 | 100
O=C(Nc1ccc2ccccc2c1)c1onc2c1CCCC2 | 95 | 5 | 104 | 98 | 108 | 90 | 0 | 108
COC(=O)CNC(=O)C12CC3(C)CC(C)(CC(C)(C3)C1)C2 | 96 | 5 | 96 | 95 | 96 | 95 | -2 | 95
CNc1c([N+](=O)[O-])cnn1-c1ccc(Cl)cc1 | 97 | 0 | 100 | 102 | 98 | 103 | 9 | 103
CN(CC(=O)NC(=O)NCc1ccccc1)CC(=O)Nc1ccc(Cl)c(C(F)(F)F)c1 | 95 | 1 | 98 | 103 | 102 | 123 | 6 | 102
O=C(NN=C(Cc1ccccc1)Cc1ccccc1)c1ccc(F)cc1 | 101 | 3 | 107 | 104 | 93 | 110 | 1 | 107

Molecules from the list above with an NH in an aromatic ring, in the order listed:
SMILES | CIT2-GFP yeast | GRK2 aptamer HTS | RPL19A TOR yeast | AGP1 TOR yeast | LAP4 TOR yeast | Yeast superoxide | VLA-4 inh | MEP2-GFP yeast
CC(C)(C)OC(=O)NCCCC[C@H](NC(=O)c1nc[nH]c1C(=O)NCC(=O)OCc1ccccc1)C(=O)OC(C)(C)C | 62 | 3 | 89 | 70 | 125 | 105 | -5 | 89
O=C(CSc1ccc(-c2nc3ccccc3[nH]2)cn1)N1CCN(C(=O)c2ccco2)CC1 | 111 | 1 | 106 | 105 | 105 | 94 | -1 | 109
CC1=CCC2C(=O)N(CCc3c[nH]c4ccccc34)C(=O)C2C1 (stereo unspecified) | 91 | 0 | 98 | 90 | 100 | 169 | 2 | 101
CCn1c(=S)sc2c(=O)[nH]c(C)nc21 | ? | 2 | 40*[may fluoresce violet] | ? | 100[may fluoresce violet] | 102 | -15 | 298*[may fluoresce violet]
O=c1[nH]nc(SCCS(=O)(=O)c2ccc(F)cc2)n1-c1ccccc1C(F)(F)F | 98 | 2 | 99 | 107 | 112 | 90 | 3 | 102

Results in GRK2 aptamer HTS and RPL19A TOR yeast (2 entries from above):
SMILES	GRK2 aptamer HTS	RPL19A TOR yeast
CNc1c([N+](=O)[O-])cnn1-c1ccc(Cl)cc1	0	100
CN(CC(=O)NC(=O)NCc1ccccc1)CC(=O)Nc1ccc(Cl)c(C(F)(F)F)c1	1	98

Source: PubChem BioAssay (NMMLSC)
